IL-1B inflam inh = inhibitors of inflammasome signaling (IL-1 beta secretion) | THP-1 LPS/ATP IL-1B secretion, AlphaLISA, 16 h; stronger effect = lower value | activity change, % at 57.5 µM | 4.7% of 360,000 active; in the data active = activity change below about -50%; inconclusive = mostly about -30% to -49%; also: % is scaled to controls: 0 for no effect and ±100 for the full control effect
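Secreted IL-1B measured by AlphaLISA bead assay after 16 h compound exposure of THP-1 cells; compounds (final up to 57.5 uM) added 1 h before LPS (250 ng/mL) and ATP (1.25 mM) stimulation; lower signal means less secretion.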
KB-3-1 tox = kills parental KB-3-1 adenocarcinoma cells. 1.4% of 400,000 active. Potency, µM (titrated, usually from 46.1 µM), for the others: at the highest dose activity change, negative = cytotoxic, actives largely listed as cytotoxic. AID 1347075. KB-3-1 viability, CellTiter-Glo ATP luminescence, 72 h; also: potency is read from the fitted curve at half-maximal effect; % is scaled to controls: 0 for no effect and ±100 for the full control effect; nearly all actives have a fitted effect of over 60% in size
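Here the drug-naive KB-3-1 line serves as comparator for MDR sub-line selectivity; cells received compound titrations, 72 h at 37 °C, then CellTiter-Glo readout.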
HT1080 IDH1KD tx = toxicity to HT-1080 IDH1 knockdown cells (counter line). HT-1080 IDH1 knockdown viability, ATP luminescence, 48 h. Potency, µM (doses to about 46.1 µM), inactives show at the top dose activity, negative = toxicity, actives largely listed as cytotoxic. AID 686971. 2% of 360,000 active;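 also: potency is read from the fitted curve at half-maximal effect; 0% = DMSO wells and -100% = cell-free medium wells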
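Viability of IDH1-knockdown HT-1080 fibrosarcoma cells was assessed by CellTiter-Glo after 48 h at 37 °C with titrated compound; concentration-effect curves were classified by fit quality and response size.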
GLP1R ag = GLP-1 receptor (human) agonism. HEK293 GLP-1R CRE-luciferase, luminescence, 4-6 h; cells express a hypersensitive GLP-1R form. P43220. Potency, µM (series often up to 45.6 µM), for the others: at the highest dose activation, usual class: activators. 0.007% of 380,000 active; also: potency is read from the fitted curve at half-maximal effect; % of control where 0% means no effect
Target sequence (P43220 whole entry, looked up): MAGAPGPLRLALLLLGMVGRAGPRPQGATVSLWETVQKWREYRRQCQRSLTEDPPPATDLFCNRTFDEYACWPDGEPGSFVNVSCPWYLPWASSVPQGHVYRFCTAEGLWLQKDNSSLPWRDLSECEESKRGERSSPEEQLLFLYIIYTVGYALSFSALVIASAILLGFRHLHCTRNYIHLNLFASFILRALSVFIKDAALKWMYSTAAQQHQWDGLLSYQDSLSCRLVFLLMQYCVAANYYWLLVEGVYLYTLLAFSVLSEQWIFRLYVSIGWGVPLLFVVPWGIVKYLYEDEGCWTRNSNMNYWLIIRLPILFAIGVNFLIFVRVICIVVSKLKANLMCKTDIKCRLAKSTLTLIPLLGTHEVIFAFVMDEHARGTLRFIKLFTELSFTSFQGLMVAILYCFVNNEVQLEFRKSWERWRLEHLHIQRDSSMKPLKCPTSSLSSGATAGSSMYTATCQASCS
HT1080-NT tox = kills 2HG-producing HT-1080-NT fibrosarcoma cells. HT-1080-NT fibrosarcoma viability, CellTiter-Glo ATP luminescence, 48 h. Potency, µM (series often up to 46.1 µM), without a hit: top-dose activity, negative = less viability, hits mostly cytotoxic. 1.6% of 360,000 active. AID 686970;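 also: NT is the 2HG producing partner of a matched IDH1 knockdown line; potency is read from the fitted curve at half-maximal effect; 0% = DMSO-treated cells and -100% = media-only wells without cells; nearly all actives have a fitted effect of over 55% in size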
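Viability of the 2HG-overproducing fibrosarcoma line after 48 hours of compound exposure at 37 degrees C was determined by luminescence with CellTiter-Glo, and concentration-effect curves were then fitted and categorized.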
SW480 rereplic = DNA re-replication induction in SW480 cells; 1.8% of 340,000 active; AID 624297; Potency, µM (top dose mostly 46.1 µM), without a hit: top-dose re-replication activation, actives largely listed as activators; SW480 DNA re-replication, Hoechst DNA content imaging, 48 h; also: potency is read from the fitted curve at half-maximal effect; % of control where 0% means no effect; nearly all actives have a fitted effect of over 55% in size
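Treated cells incubate 48 hr (37 C, 5% CO2), are stained 40 min with Hoechst, and nuclear fluorescence is enumerated; a rise in nuclei with high DNA signal marks re-replication.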
D3 ag = agonists of human D3 dopamine receptor | P35462 | D3R DiscoveRx beta-arrestin cells, luminescence, 90 min | max activation, % | 0.58% of 410,000 active; in the data active = max activation above about 30%; also: 0% is about no effect; mostly tested at two doses, the higher about 12 µM
Target sequence (P35462 whole entry, looked up): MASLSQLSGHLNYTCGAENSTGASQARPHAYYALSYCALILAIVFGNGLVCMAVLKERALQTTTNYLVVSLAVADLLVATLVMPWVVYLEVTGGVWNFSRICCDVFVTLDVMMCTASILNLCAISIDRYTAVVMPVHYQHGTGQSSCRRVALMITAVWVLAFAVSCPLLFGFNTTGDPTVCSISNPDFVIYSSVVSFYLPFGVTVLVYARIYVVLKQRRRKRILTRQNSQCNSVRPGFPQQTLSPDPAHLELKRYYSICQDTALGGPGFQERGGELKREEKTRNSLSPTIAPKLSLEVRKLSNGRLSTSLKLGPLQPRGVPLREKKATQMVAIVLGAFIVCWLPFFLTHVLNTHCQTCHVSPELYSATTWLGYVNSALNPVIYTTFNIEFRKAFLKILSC
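Agonist mode: compounds and dopamine controls were applied to plated cells for 90 min at 37 degrees C after an overnight attachment at 1500 cells/well. Luminescent read-out followed 30 - 60 minutes at room temperature with DiscoveRx detection reagent.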
KB-V1 MDR tox = KB-V1 MDR subline cytotoxicity | 3.4% of 400,000 active | Potency, µM (titrated, usually from 46.1 µM), for the others: at the highest dose activity change, negative = cytotoxicity, actives largely listed as cytotoxic | KB-V1 MDR cells viability, CellTiter-Glo, 72 h | AID 1347076; also: potency is read from the fitted curve at half-maximal effect; % is scaled to controls: 0 for no effect and ±100 for the full control effect; nearly all actives have a fitted effect of over 60% in size
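KB-V1, DMEM (no phenol red) + 10% FBS; cpd pin-transferred, titration series; 72 h, 37 degrees C; CellTiter-Glo, luminescence. Data normalized, curve-fit.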
D3 antag = D3 dopamine receptor (human) antagonism | P35462 | D3R cells, DiscoveRx beta-arrestin luminescence, antagonist mode; stronger effect = lower value | max response, negative = inhibition, % | 2.5% of 360,000 active; in the data active = max response below about -50%; inconclusive = no clear call, values can overlap the other calls; also: % is scaled to controls: 0 for no effect and ±100 for the full control effect; mostly tested at two doses, the higher about 12 µM
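Cells plated overnight at 1500 cells/well, then exposed to library compounds with dopamine controls for 90 minutes at 37 degrees C. DiscoveRx reagent added for 30–60 minutes at room temperature; luminescence read, quantitative HTS format.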
Active calls of the source: *; ? = inconclusive; · = not tested or not shown; [ ] = remark or other dose. Unless noted, calls follow the shape of the dose curve; as a rule, active = well fitted curve in the direction sought with a large enough effect; inconclusive = small, poorly fitted or top-dose-only effect, or another doubt; inactive = no such curve, though single readings can be large; an effect the other way counts as inactive or inconclusive.

The line under a structure holds: IL-1B inflam inh, KB-3-1 tox, HT1080 IDH1KD tx, GLP1R ag, HT1080-NT tox, SW480 rereplic, D3 ag, KB-V1 MDR tox, D3 antag
- COCc1[nH]nc2c1C(c1ccc(OC)c(OC)c1)C(C#N)=C(N)O2 (stereo not drawn)
 : ?, 0%, 7%, 0%, 6%, -6%, 1, 16%, 10
- CC1CN(C(=O)/C(C#N)=C2\N=C(NC(=O)c3ccc(F)cc3)c3ccccc32)CC(C)O1 (stereo not drawn)
 : -8, -3%, 5%, -2%, 1%, ?, -1, -3%, 9
- Cc1onc(-c2c(F)cccc2Cl)c1C(=O)NCCc1ccc(S(N)(=O)=O)cc1
 : 3, -4%, ?, 4%, 10%, 2%, -4, -6%, 23
- Cc1c(CCC(=O)N[C@@H](CC(C)C)C(=O)O)c(=O)oc2cc3oc4c(c3cc12)CCCC4
 : 15, -3%, 0%, 0%, 1%, ?, 3, 0%, 13
- CCCCCC(=O)N1C[C@@H](n2cc(-c3ccc(F)cc3)nn2)[C@H](O)C[C@@H]1c1ccc(C)cc1
 : -20, -6%, ?, 5%, -23%, ·, 4, ?, 16
- COc1c(C)cc(C(=O)C2CCCN(C(=O)CCc3scnc3C)C2)cc1C (stereo not drawn)
 : -5, -13%, ?, 9%, -15%, -19%, -3, ?, 11
- Cc1cc(OCC(=O)N(C)Cc2ccccc2)cc(C)c1Cl
 : -3, -2%, -23%, 3%, -2%, -5%, 6, -12%, 4
- CSCCC(NS(=O)(=O)c1ccc2c(c1)oc(=O)n2C)C(=O)Nc1ccc(Cl)cc1 (stereo not drawn)
 : ·, 5%, ·, -1%, ·, ·, -5, ?, ·
- CN1C(=O)NC(c2ccccc2)C2=C1CN(c1cccc(C(F)(F)F)c1)C2=O (stereo not drawn)
 : -4, ?, -63%, 5%, -28%, 11%, -2, -3%, 13
- CCCCn1c(N)c(N(CCOC)C(=O)CC(NC(=O)c2ccccc2)c2ccccc2)c(=O)[nH]c1=O (stereo not drawn)
 : 11, -2%, 2%, -8%, 6%, -8%, -9, ?, 10
- CCc1nc2ccc(C(=O)N3CCN(C(=O)c4ccco4)CC3)cn2c1N(CCC(C)C)CCN(C)C
 : -15, 0%, 4%, 10%, 0%, ·, -7, -1%, 10
- O=S(=O)(c1cc(Br)ccc1Br)N1CCCCCC1
 : 9, 7%, -15%, 12%, -10%, -1%, 3, -19%, 6
- CN1CCN(C2CN(Cc3cn(Cc4ccc(F)cc4)nn3)S(=O)(=O)C2)CC1 (stereo not drawn)
 : -65*, 7%, 10%, 4%, 20%, ·, 6, 4%, 23
- Cc1ccc(SCc2noc(-c3c(C)noc3C)n2)cc1
 : ·, -13%, 23%, 18%, 5%, -45%[inhibitor], 6, -24%, -19
- Cc1noc(C)c1NC(=O)N(C)C[C@H]1Oc2c(NS(=O)(=O)c3cn(C)cn3)cccc2C(=O)N([C@H](C)CO)C[C@@H]1C
 : 0, 0%, -5%, 8%, 21%, -6%, -4, 0%, -16
- Cc1ccc(S(=O)(=O)Nc2ccc3ccccc3n2)cc1
 : 16, 9%, 1%, 1%, -7%, -4%, 9, 12%, 12
- C(=N\N1CCN(c2ccccn2)CC1)/c1cccc2ccccc12
 : -23, -15%, -24%, 12%, -22%, 12%, 17, ?, 10
- Cc1ccc(-c2ccc(/C=N/NC(=S)Nc3ccccc3)o2)cc1[N+](=O)[O-]
 : 0, 23%, ?, 5%, 5%[9.24 µM], -1%, -1, 10%, ?
- CC1CC(=O)c2cc(-c3ccccc3)oc2C1 (stereo not drawn)
 : 23, 20%, 1%, -3%, 9%, ·, -11, 9%, -23
- Fc1ccc(Nc2ncnc3onc(-c4cccc(Cl)c4)c23)c(F)c1
 : ·, -11%, ·, 0%, ·, ·, 5, 4%, ·
- O=C(O)CCCNC(=O)OCc1ccccc1
 : -18, -6%, -5%, 2%, -7%, -2%, 2, 0%, -13
- COc1ccc(/C=C(\C#N)C(=O)NCc2ccccc2)cc1
 : -20, 8%, 2%, 25%, 1%, ?, 3, 20%, 48
- COc1ccc(CN(C(=O)CCC(=O)Nc2cc(C)on2)C(C(=O)NC(C)(C)C)c2cccc(OC)c2OC)cc1 (stereo not drawn)
 : 6, 30%, -2%, 12%, 0%, -6%, -3, -7%, -10
- O=C(Nc1nccs1)C1CC(=O)N(c2ccccc2Cl)C1 (stereo not drawn)
 : 22, -20%, -7%, -2%, 1%, -1%, 16, 10%, 21
- CCCCN(C(=O)C1CC(=O)N(CCc2ccc(OC)c(OC)c2)C1)c1c(N)n(CCCC)c(=O)[nH]c1=O (stereo not drawn)
 : 15, 4%, 0%, 13%, -1%, -99%[inhibitor], -13, 1%, -9
- COc1cc(C(Nc2ccccn2)c2ccc3ccc(C)nc3c2O)cc(OC)c1O (stereo not drawn)
 : -116*, ?, 15µM*, 0%, -29%, 21µM*, 2, 16µM*, ?
- CN(c1ccc(OC(=O)c2ccc(-n3cncn3)c([N+](=O)[O-])c2)cc1)S(=O)(=O)c1ccccc1
 : -9, -2%, 7%, -7%, 1%, -2%, 0, 14%, 5
- CCOC(=O)c1ccc(NC(=S)N2CCN(CCN=CC3=C(O)CC(c4ccccc4)CC3=O)CC2)cc1 (stereo not drawn)
 : -17, -1%, 3%, -4%, -21%, 3%, 8, 8%, 0
- COc1ccc(NC(=O)C[C@H]2C(=O)N(c3ccc(Br)cc3)C[C@@H]2CSC)cc1
 : -20, -16%, -29%, 1%, -20%, ·, -10, -3%, -29
- CC(=O)c1cccc(NS(=O)(=O)N2CCOCC2)c1
 : 11, 6%, 9%, 2%, 0%, -2%, -2, 33%, 17

Additional results:
mol	IL-1B inflam inh	KB-3-1 tox	HT1080 IDH1KD tx	GLP1R ag	HT1080-NT tox	SW480 rereplic	D3 ag	KB-V1 MDR tox	D3 antag
CCOC(=O)c1c(NC(=S)NC(=O)c2ccco2)sc2c1CCCC2	22	3%	3%	-10%	9%	-1%	2	2%	19
Cc1ncsc1CCOC(=O)c1ccc(Cl)cc1	-6	16%	0%	17%	-2%	1%	-9	?	-15
Cc1c(C)c2ccc(OCC(=O)N(C)C)c(C)c2oc1=O	30	0%	18%	2%	14%	1%[9.22 µM]	3	3%	2
Cc1ccc(OP(=O)(Nc2c(C)n(C)n(-c3ccccc3)c2=O)Oc2ccc(C)cc2)cc1	25	-8%	0%	-2%	2%	0%	-2	-4%	44
CCOC(=O)Cn1c(=O)oc2cc(S(=O)(=O)NC(C)(C)CC)ccc21	42	-2%	-3%	8%	-1%	-11%	-4	?	-15
COCC(C)n1c(SCc2nc3ccccc3c(=O)[nH]2)nc2ccccc2c1=O (stereo not drawn)	20	?	?	4%	?	0%	7	?	4
CCCNC(=O)N1C[C@H](O)COC[C@@H]2O[C@@H](CC(=O)NCCCN3CCOCC3)CC[C@H]21	12	4%	19%	·	24%	·	-6	4%	3
S=C(NCc1ccncc1)Nc1ccc(Br)cc1Cl	9	-9%	-1%	9%	?	14%	3	-12%	-1
CCOc1ccc(N=c2scc(-c3ccccc3)n2CCO)cc1	-66*	-9%	-17%	8%	?	1%	-12	?	-2
CC1(C)Cc2c(sc3c2c(=O)n(Cc2ccccc2)c2nncn32)CO1	9	1%	5%	-20%	9%	-5%	2	1%	-3
O=C(Nc1ccccc1F)Nc1cccc2ccc(O)cc12	-9	-2%	2%	-5%	6%	-4%	1	17%	-3
CCCOc1cc2c(C#N)c(N3CCCC3)nc(N)c2c(N)n1	-20	-5%	-3%	25%	1%	?	-9	-16%	-17
CC(C)c1ccc(/C=N/n2nnnc2Nc2ccccc2)cc1	-10	-4%	1%	-7%	2%	-5%	6	0%	24
Cc1cc(NC(=O)C2CCCCC2)ncc1NC(=O)c1ccccn1	-51*	4%	10%	-3%	11%	-5%	-14	1%	5
O=C(c1cc2ccccc2s1)N1CCN(c2ccccn2)CC1	13	0%	0%	6%	-7%	?	-6	11%	-8
O=C(CSc1nnc(-c2ccncc2)o1)Nc1cc(F)ccc1F	-7	·	-13%	-9%	-22%	2%	-1	·	?

Retrieved one by one from the entries so far, 4 records:
mol	IL-1B inflam inh	KB-3-1 tox	HT1080 IDH1KD tx	GLP1R ag	HT1080-NT tox	SW480 rereplic	D3 ag	KB-V1 MDR tox	D3 antag
O=C(c1cc2ccccc2s1)N1CCN(c2ccccn2)CC1	13	0%	0%	6%	-7%	?	-6	11%	-8
CC(C)c1ccc(/C=N/n2nnnc2Nc2ccccc2)cc1	-10	-4%	1%	-7%	2%	-5%	6	0%	24
CCCOc1cc2c(C#N)c(N3CCCC3)nc(N)c2c(N)n1	-20	-5%	-3%	25%	1%	?	-9	-16%	-17
CC1(C)Cc2c(sc3c2c(=O)n(Cc2ccccc2)c2nncn32)CO1	9	1%	5%	-20%	9%	-5%	2	1%	-3
